From PubChem
APE1 inh – APE1 (human) endonuclease inhibition; P27695; recombinant APE1, TAMRA/BHQ-2 abasic DNA cleavage fluorescence; Potency, µM (series often up to 65.8 µM), inactives show at the highest dose activity change, negative = inhibition, most hits filed as inhibitors; hit rate 0.35% among 350,000; AID 2517;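 further: potency means the concentration at half of the fitted maximal effect; plate controls were vehicle for no effect and reference inhibitor for full effect; nearly all actives have a fitted effect of over 55% in size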
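Step 1: APE1 (0.75 nM) with compound, 15 min RT. Step 2: add 50 nM fluorophore/quencher THF duplex. Step 3: three fluorescence reads 60 s apart (525/598 nm); read 3 minus read 1 = reaction progress.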
RGS4 inh – blocks human RGS4-accelerated GTP hydrolysis | P49798 | Transcreener GDP fluorescence polarization, RGS4-accelerated GTP hydrolysis | Potency, µM (titrated, usually from 114 µM), inactives show top-dose activity change, negative = inhibition, hits mostly inhibitors | hit rate 0.039% among 390,000 | AID 504845; further: potency means the concentration at half of the fitted maximal effect; on the % scale 0 is the no-effect control and ±100 the full control effect; nearly all actives have a fitted effect of over 75% in size; some results filed as inactive show a strong effect at the top dose
Target sequence (P49798 whole entry, looked up): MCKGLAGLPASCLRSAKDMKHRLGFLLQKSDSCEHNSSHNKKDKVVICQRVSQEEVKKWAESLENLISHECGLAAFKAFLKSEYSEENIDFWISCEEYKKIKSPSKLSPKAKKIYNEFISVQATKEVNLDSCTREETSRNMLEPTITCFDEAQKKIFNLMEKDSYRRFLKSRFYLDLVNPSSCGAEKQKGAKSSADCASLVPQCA
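MLSMR compounds (23 nl, pin-transferred) preincubated 10 min at room temperature with a 500nM (2x) first reagent, then RGS4 at 900nM (2x) plus Transcreener GDP mix added; fluorescence polarization (620/688 nm) read before and after 90 min at 30 °C.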
POLB inh – blocks human DNA polymerase beta activity; hit rate 1.3% among 340,000; Potency, µM (series often up to 114 µM), without a hit: at the top dose activity change, negative = inhibition, usual class: inhibitors; Pol beta primer extension/strand displacement, fluorescence kinetic; further: potency means the concentration at half of the fitted maximal effect; on the % scale 0 is the no-effect control and ±100 the full control effect
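Curves were derived by four-parameter Hill fits of normalized qHTS data. The kinetic fluorescent primer-extension read was taken at 0 and 10 min after 50 nM substrate, following a 15 min room-temperature preincubation of 10 nM enzyme with compounds.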
LDHA inh – blocks human lactate dehydrogenase A; P00338; purified LDHA, NADH/diaphorase-resazurin fluorescence; hits give low values; activity change, % (values are at about 110 or 230 µM); hit rate 0.15% among 480,000; AID 1347041; in the data active means activity change below about -30%; inconclusive means mostly about -25% to -30%;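 further: plate controls were DMSO wells for no effect and wells without enzyme for full effect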
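Remaining NADH was detected by diaphorase (0.133 mg/mL) converting 37 µM resazurin to fluorescent resorufin, read at 0 and 20 minutes. The preceding 5-minute room-temperature reaction used 2 nM LDHA, 0.2 mM sodium pyruvate and 0.06 mM NADH at pH 7.4.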
Pol kappa inh – inhibitors of human DNA polymerase kappa; AID 588579; Q9UBT6; hit rate 0.53% among 400,000; purified Pol kappa, fluorescent DNA synthesis assay, 10 min; Potency, µM (top dose mostly 107 µM), without a hit: at the highest dose activity, negative = inhibition, most hits filed as inhibitors; further: potency means the concentration at half of the fitted maximal effect; on the % scale 0 is the no-effect control and ±100 the full control effect
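Enzyme at 10 nM met test compounds for 15 min at room temperature. Substrate addition (50 nM final) began the reaction, which was monitored by fluorescence at 0 and 10 min.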
ERG-DNA inh – ERG Ets/DNA interaction inhibition | fluorescence polarization, His-ERG Ets domain / labelled DNA | AID 624246 | P11308 | hit rate 0.028% among 370,000 | Potency, µM (doses to about 76.9 µM), inactives show top-dose FP activity, negative = inhibition, actives largely listed as inhibitors; active means well fitted inhibition curve with a large enough effect in the polarisation, with a control signal flat; inconclusive means small, poorly fitted or top-dose-only effect, or effect the other way, or a change in a side signal; inactive means no such curve, though single readings can be large or run the other way; the % refers to the polarisation;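 further: polarization taken with two DNA probes labelled with fluorescein and Texas red; potency means the concentration at half of the fitted maximal effect; % of control where 0% means no effect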
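His-tagged ERG Ets domain (1 uM in the protein solution; 300mM KCl, 50mM Tris-HCl, 1mM EDTA, 1mM DTT, pH 7.5) received compound, then a probe mix of 5 nM fluorescein-DNA and 100nM Texas-615-DNA. Fluorescence polarization was read for both dyes.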
ALOX12 inh – inhibitors of human 12S-lipoxygenase ALOX12. purified 12hLO, xylenol orange hydroperoxide absorbance. hit rate 1.1% among 580,000. Potency, µM (top dose mostly 108 µM), for the others: at the highest dose activity change, negative = inhibition, usual class: inhibitors; further: potency means the concentration at half of the fitted maximal effect; on the % scale 0 is the no-effect control and ±100 the full control effect
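Purified human 12hLO at 150 nM in 25 mM Hepes, 0.01% Triton X-100, pH 7.0, preincubated 15 min at room temperature with compound. Reaction started with 40 uM arachidonic acid, 30 min at room temperature. Hydroperoxide measured by Fe-xylenol orange, 573/405 nm absorbance ratio.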
POLH inh – blocks human DNA polymerase eta activity; recombinant Pol eta, fluorescent DNA replication assay; Potency, µM (top dose mostly 114 µM), without a hit: at the top dose activity change, negative = inhibition, hits mostly inhibitors; hit rate 1.2% among 390,000; AID 588591; further: potency means the concentration at half of the fitted maximal effect; on the % scale 0 is the no-effect control and ±100 the full control effect
Target sequence (Q9Y253 whole entry, looked up): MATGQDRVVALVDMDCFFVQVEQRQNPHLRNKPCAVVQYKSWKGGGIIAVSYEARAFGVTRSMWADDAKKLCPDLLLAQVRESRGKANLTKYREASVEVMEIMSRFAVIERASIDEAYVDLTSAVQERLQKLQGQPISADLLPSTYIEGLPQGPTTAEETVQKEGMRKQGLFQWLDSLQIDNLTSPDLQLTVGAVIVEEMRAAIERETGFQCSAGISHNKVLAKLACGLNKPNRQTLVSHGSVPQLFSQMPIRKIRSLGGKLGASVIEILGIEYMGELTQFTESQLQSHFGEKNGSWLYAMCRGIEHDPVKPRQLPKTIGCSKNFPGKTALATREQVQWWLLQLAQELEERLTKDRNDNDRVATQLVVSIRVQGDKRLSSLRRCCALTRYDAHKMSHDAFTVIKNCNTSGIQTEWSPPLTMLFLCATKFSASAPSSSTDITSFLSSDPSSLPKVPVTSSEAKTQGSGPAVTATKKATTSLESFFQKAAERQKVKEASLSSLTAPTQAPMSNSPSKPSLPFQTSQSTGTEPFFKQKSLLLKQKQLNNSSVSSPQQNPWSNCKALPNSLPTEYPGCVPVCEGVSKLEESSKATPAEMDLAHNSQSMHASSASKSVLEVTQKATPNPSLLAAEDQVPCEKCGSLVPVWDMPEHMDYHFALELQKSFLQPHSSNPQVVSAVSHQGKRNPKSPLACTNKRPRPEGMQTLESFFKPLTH
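Pol eta (10 nM) was preincubated with compounds for 15 min at room temperature, after which fluorescent replication substrate (50 nM final) was added to start the reaction. Fluorescence was read kinetically at 0 and 10 min.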
Anesthetic bind – binds horse apoferritin like a general anesthetic; AID 485281; Potency, µM (series often up to 77.5 µM), without a hit: at the top dose activity change, negative = displacement, usual class: inhibitors; apoferritin/1-aminoanthracene competitive binding, fluorescence; hit rate 0.074% among 350,000; further: potency means the concentration at half of the fitted maximal effect; on the % scale 0 is the no-effect control and ±100 the full control effect; nearly all actives have a fitted effect of over 20% in size
Target sequence (P02791 2-175 limits assumed): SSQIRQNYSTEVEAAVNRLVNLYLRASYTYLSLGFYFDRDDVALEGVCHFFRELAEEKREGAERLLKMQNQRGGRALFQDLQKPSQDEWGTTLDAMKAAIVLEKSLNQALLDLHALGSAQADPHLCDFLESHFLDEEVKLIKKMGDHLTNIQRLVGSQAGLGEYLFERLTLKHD
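Read-out: endpoint 1-AMA fluorescence, excitation 380 nm and emission 535 nm, after compounds sit 10 min at room temperature with 10 uM horse-spleen apoferritin in 50% saturated 1-AMA/PBS. Values come from four-parameter Hill fits.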
Numbers without * were called inactive; ? = inconclusive; nt = not tested or not shown; & = joins results of further samples; [ ] = another dose, or the depositor's remark. Unless noted, the call rests on the fitted dose curve; in most records, active means well fitted curve in the direction sought with a large enough effect; inconclusive means small, poorly fitted or top-dose-only effect, or another doubt; inactive means no such curve, though single readings can be large; an effect the other way counts as inactive or inconclusive. Some of the compounds tested; count on the stated rates, not on these rows.

SMILES | APE1 inh | RGS4 inh | POLB inh | LDHA inh | Pol kappa inh | ERG-DNA inh | ALOX12 inh | POLH inh | Anesthetic bind
COc1cccc(N(CC(=O)Nc2ccccc2C(=O)N2CCCC2)S(C)(=O)=O)c1 | 26% | -16% | 10% | -6 | -11% | -3% | -3% | -19% | 2%
CCOC(=O)N1CCN(C(=O)c2ccccc2NC(=O)c2ccc(F)cc2)CC1 | 3% | 5% | 1% | -8 | -10% | -4% | 2% | 0% | -3%
COc1ccc(-c2nnc(NC(=O)Cc3ccccc3)o2)cc1 | -1% | 6% | 55% | 1 | 6% | 6% | 4% | -5% | -4%
Cc1c(C(=O)N2CCN(c3ccccn3)CC2)oc2c1C(=O)CC(C)(C)C2 | 14% | -13% | 28% | -9 | -2% | -2% | 2% | -21% | -3%
CCNS(=O)(=O)c1ccc(CCC(=O)Nc2ccc3c(c2)OCO3)cc1 | -4% | 15% | 8% | -9 | -13% | -11% | 15% | -16% | -4%
NC(=O)CN1C(=O)NC2(CCCc3sccc32)C1=O (centres undefined) | 7% | 4% | -33% | -8 | 9% | -13% | 1% | -18% | 2%
COC(=O)c1ccccc1NC(=O)COC(=O)[C@H](C)NC(N)=O | 9% | -11% | -1% | -8 | -18% | -7% | 1% | -20% | -4%
Cc1onc(-c2c(Cl)cccc2Cl)c1C(=O)N1CCN(c2ccc(F)cc2)CC1 | 33% | -6% | 17% | -2 | -1% | -8% | -2% | -7% | 8%
COc1ccc(-c2noc(CSc3nnc(-c4ccncc4)n3-c3ccc(C)cc3)n2)cc1OC | nt | -1% | -2% | -5 | -1% | 1% | -15% | -18% | 0%
CN(C)c1ccc(CC(=O)c2nc3ccccc3s2)cc1 | ? | 14%[11.4 µM] | 42% | 2 | 1%[60.1 µM] | 3% | ? | 15% | 0%
Cc1cc(-c2n[nH]c(=S)n2/N=C/c2cccc([N+](=O)[O-])c2)n[nH]1 | 2% | -33% | 17% | -6 | -12% | 2% | -23% | -12% | -11%
COc1ccc(C(=O)NCC2CCCO2)cc1S(=O)(=O)N1CCCc2ccccc21 (centres undefined) | 4% | 1% | -24% | -4 | 8% | 9% | 3% | -23% | -9%
COc1cc(C2CC(=O)C3=C(C2)Nc2ncnn2C3c2cccs2)cc(OC)c1OC (centres undefined) | 2% | -8% | -1% | -1 | 0% | -4% | -16% | -14% | -2%
C/C=C(\C)CN1CCN(c2ccc(C)cc2)CC1 | 3% | -12% | -10% | -11 | -7% | 1% | ? | -11% | -3%
CC(=O)Nc1ccc(NC(=O)CC(NC(=O)c2ccccc2)c2ccccc2)cc1 (centres undefined) | 30% | 21% | 15% | -8 | -12% | 11% | nt | 2% | 50%[activator]
O=C(COC(=O)/C=C/c1ccccc1[N+](=O)[O-])NC1CC1 | -3% | ? | 32% | 1 | -17% | -12% | 40%[activator] | -12% | -9%
CCS(=O)(=O)c1ncc(Cl)c(C(=O)Nc2ccc(C)cc2)n1 | -6% | ? | 3% | -2 | -2% | 2% | 10% | -19% | -7%
COc1cc(S(=O)(=O)N2CCN(C(=O)C3CC3)CC2)ccc1NC(C)=O | 42% | -6% | nt | -3 | 5% | -7% | -5% | -5% | nt
CCc1ccc(C(=O)NNc2ccc(F)cc2)cc1 | 9% | -1% | 43% | 5 | 1% | -5% | 85%[activator] | 0% | -7%
CCc1ccc(-c2cc(C(=O)NCc3ccco3)c3ccccc3n2)s1 | -1% | -47% | ? | -4&-10 | -17% | 5% | 35µM* | -14% | 82%[activator]
COc1ccc(-c2nc3sc(CCNC(=O)C(=O)Nc4c(C)cccc4C)c(C)n3n2)cc1 | nt | -24% | 3% | -2 | 1%[60.1 µM] | 2% | -22% | 8% | -6%
N#Cc1c(-c2cccc([N+](=O)[O-])c2)nc2n(c1=O)CCS2 | 29% | -12% | 27% | -11 | -6% | 1% | 10% | -6% | -7%
O=C(CN1C(=O)COc2ccc(S(=O)(=O)N3CCOCC3)cc21)N1CCN(c2cccc(Cl)c2)CC1 | nt | -7% | 20% | -10 | -4% | 0% | -16% | -15% | -6%
Cc1cc(C)c(C(=O)O)c(CC(C)(C)C(=O)O)c1 | ? | 10% | 3% | -10 | -2% | 8% | 14% | -3% | 34%[activator]
Cc1ccc(/C=C2\Sc3ccccc3C2=O)s1 | -3% | -39% | ? | 0 | -13% | ? | 2% | -16% | -22%
CC(=O)N/N=C(\C)CC(=O)Nc1cccc(C(F)(F)F)c1 | 1% | 41% | 5% | -2 | -10% | -12% | 0% | 4% | -7%
Cc1c(-c2cccc(Cl)c2)nc2ccccc2c1C(=O)NC1CC1 | 55%[activator] | -17% | 15% | 2 | 16% | 8% | 3% | -13% | -12%
CCOc1c(OC)ccc2c3c(c(=O)oc12)CCCC3 | -5% | -12% | -9% | 1 | -7% | 8% | 0% | -15% | -20%
COCCn1c(SCC(=O)Nc2ccc(F)cc2)nc2c([nH]c3ccccc32)c1=O | 3% | -29% | 9% | -2 | 0% | 13% | 0% | -10% | -2%
Cc1ccc(C)c(N2CCN(C(=O)CS(=O)(=O)c3cccc4nsnc34)CC2)c1 | nt | -28% | 2% | 3 | -16%[60.1 µM] | 7% | ? | -13% | 39%[activator]
COc1cccc(N2C(=O)C3C(C2=O)C3(c2ccccc2)c2ccccc2)c1 (centres undefined) | -5% | 11% | 2% | -11 | -2% | 12% | 0% | 1% | -1%
Cc1ccc(OCC(=O)NNC(=O)c2ccccc2OCc2c(C)noc2C)cc1 | 33% | 18% | nt | -7 | -12% | -10% | 16% | 7% | nt
Cc1cc(C)n(CCn2nc(C)cc2C)n1 | 15% | 16% | 11% | -4 | 2% | -8% | 21% | -20% | -9%
COc1ccccc1NC(=O)Cn1nnc(C(=O)Nc2ccccc2Br)c1N | nt | -24% | -25% | -3 | -10% | 11% | -20% | -25% | -12%
COc1ccc(CCNC(=O)Cn2nc(C)n3c(cc4occc43)c2=O)cc1OC | nt | 8% | 1% | -11 | -9% | 2% | -20% | -11% | 4%
O=C(NNC1CC(c2ccccc2)=NN1C(=O)c1ccccc1)c1ccccc1 (centres undefined) | -2% | -14% | -17% | 4 | 3% | 5% | 0% | ? | -12%

Grouped by structure, the entries above with two or more sulfur atoms
SMILES | APE1 inh | RGS4 inh | POLB inh | LDHA inh | Pol kappa inh | ERG-DNA inh | ALOX12 inh | POLH inh | Anesthetic bind
Cc1ccc(/C=C2\Sc3ccccc3C2=O)s1 | -3% | -39% | ? | 0 | -13% | ? | 2% | -16% | -22%
Cc1ccc(C)c(N2CCN(C(=O)CS(=O)(=O)c3cccc4nsnc34)CC2)c1 | nt | -28% | 2% | 3 | -16%[60.1 µM] | 7% | ? | -13% | 39%[activator]

(list continues)
SMILES | APE1 inh | RGS4 inh | POLB inh | LDHA inh | Pol kappa inh | ERG-DNA inh | ALOX12 inh | POLH inh | Anesthetic bind
N#Cc1sc2nc(C3CC3)cc(-c3ccc(Cl)cc3)c2c1N | -5% | 1% | 24% | 0 | -13% | 2% | -4% | ? | 211%[activator]
Cn1c(=O)[nH]c(=O)c2c1nc(SCc1ccccc1Cl)n2CC(N)=O | -5% | nt | 49% | nt | nt | nt | 18% | nt | -6%
NC(=O)c1cc2cc(Cc3ccccc3Cl)ccc2oc1=O | 0% | 13% | 4% | -4 | -14% | -10% | -11% | -4% | -16%
COC(=O)c1cnn(-c2ccc(C)c(C)c2)c1-n1cccc1 | -1% | -15% | 0% | -3 | -7% | 4% | -25% | -9% | -10%
CC(C)CCC(C(=O)O)C(C)CC(=O)NC1CCCCC1 (centres undefined) | 2% | 11% | 3% | -2 | -1% | -3% | -18% | -13% | -1%
O=C(C=P(c1ccccc1)(c1ccccc1)c1ccccc1)c1ccccc1-c1ccccc1C(=O)C=P(c1ccccc1)(c1ccccc1)c1ccccc1 | nt | -44% | nt | 1 | -8% | nt | ? | ? | nt
Cc1csc(NC(=O)CSc2nc3[nH]c(=O)cc(O)c3s2)n1 | nt | 5% | nt | 5 | -14% | 3% | 24% | 28µM* | nt
CC(C(=O)Nc1ccc(F)cc1Cl)N(C)CCOc1ccccc1 (centres undefined) | -17% | -3% | 33% | 3 | 3% | 6% | -3% | -16% | -10%
O=C(Cc1ccccc1)NCc1n[nH]c(=S)n1-c1ccccc1 | 6% | ? | 19% | -12 | -14% | -7% | 1% | 0% | -1%
O=C(NC1CCCCCC1)C1c2ccccc2C(=O)N1Cc1ccco1 (centres undefined) | -2% | -15% | 8% | 3 | 3% | -9% | -15% | -5% | 4%
O=C(CN(Cc1ccco1)C(=O)Cn1nnc(-c2cccs2)n1)NCc1ccccc1 | -1% | 3% | 22% | -3 | -11%[60.1 µM] | nt | -16% | 11% | -23%
O=C(NCCC1=CCCCC1)c1ccc(-n2cncn2)cc1 | 0% | 13% | nt | 1 | 12% | 1% | ? | -4% | nt
CC(C)C(NCC(=O)Nc1ccccc1C(=O)NC1CC1)c1ccccc1 (centres undefined) | 2% | -5% | nt | -6 | 3% | -1% | -8% | -23% | nt
CCOc1ncccc1C(=O)Nc1ccc(F)c(Cl)c1 | -4% | 5% | -3% | 1 | -4% | -3% | 2% | -17% | -19%
Cn1nnnc1SCCNCc1cc(Br)ccc1OCc1ccccc1Cl | nt | -28% | 0% | 1 | 2% | -4% | 0% | -14% | 121%[activator]
CCN(Cc1ccccc1)C(=O)COC(=O)c1cnc(C)cn1 | 11% | -5% | 36% | -2 | 2% | -2% | -10% | -5% | -4%
